SIRT5 inh: inhibitors of human sirtuin-5 desuccinylase; Purified SirT5, succinyl-peptide AMC, trypsin-coupled fluorescence; inhibition, % at 15 µM; 1.1% of 330,000 active; AID 652115; in the data active = inhibition above about 15%
Target sequence (Q9NXA8 whole entry, looked up): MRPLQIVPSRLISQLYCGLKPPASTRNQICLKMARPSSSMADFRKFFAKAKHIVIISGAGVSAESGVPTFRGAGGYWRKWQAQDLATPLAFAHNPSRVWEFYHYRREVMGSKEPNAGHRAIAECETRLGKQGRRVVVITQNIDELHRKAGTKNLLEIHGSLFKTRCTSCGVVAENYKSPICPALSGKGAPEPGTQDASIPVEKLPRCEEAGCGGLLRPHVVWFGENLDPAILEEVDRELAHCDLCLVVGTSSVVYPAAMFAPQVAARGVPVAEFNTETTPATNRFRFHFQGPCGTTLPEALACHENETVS
S100A4 inh HTS: blocks human S100A4 binding to myosin IIA peptide; 0.14% of 360,000 active; AID 652163; S100A4/TAMRA-MyoIIA peptide fluorescence polarization; inhibition, % at 10.7 µM; P26447;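 active = mean inhibition of at least 70% across replicates, with every replicate also reaching that level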
Target sequence (P26447 whole entry, looked up): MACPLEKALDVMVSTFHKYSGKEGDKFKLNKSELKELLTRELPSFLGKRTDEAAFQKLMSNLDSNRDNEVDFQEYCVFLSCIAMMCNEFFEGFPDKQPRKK
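System – human S100A4 monomer protein, biochemical binding assay · Buffer or medium – Calcium-containing HEPES buffer, pH 7.2 · Timing – 5 min between mix addition and reading · Also added – TAMRA-labelled myosin IIA heavy-chain peptide probe, 5 nM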
PGC1a acetyl inh: lowers PGC1a acetylation signal in U2OS cells; 0.17% of 350,000 active; AlphaScreen anti-acetyl-lysine; with virally co-expressed GCN5 acetyltransferase; inhibition, % at 15.6 µM;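 active = every replicate shows inhibition of at least 40%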;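 also: 0% = neutral control wells and 100% = positive control wells; some results beyond the cut were filed as inactive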
ERAP1 inh: blocks human ERAP1 aminopeptidase activity | 0.15% of 340,000 active | Q9NZ08 | recombinant ERAP1, Leu-AMC fluorescence, 60 min | inhibition, % at 10.7 µM;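 active = mean replicate inhibition of at least 30%, or all replicates individually reaching that 30% level; inactive = mean below 30% and not every replicate reaching it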;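 also: 0% = neutral control wells and 100% = L-leucinethiol positive control wells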
Statin myotox sup: protects C2C12 myotubes from simvastatin toxicity. rescue of ATP level, % at 7.49 µM. ATP luminescence, 48 h; scaled: DMSO 0, geranylgeraniol control 100. AID 602340. 0.78% of 330,000 active;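 active = mean ATP rescue above about 67%, or every replicate alone reaching that limit, limit read from the data, passing the limit was not always enough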;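 also: myotubes were challenged with 10 µM simvastatin during compound exposure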
LGR2 inh: inhibitors of bursicon-induced Drosophila LGR2 receptor cAMP signaling; HEK293 LGR2, CRE-luciferase, bursicon-stimulated, 4 h; 0.35% of 380,000 active; inhibition, % at 9.99 µM;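 active = drop in luminescence signal, shown as inhibition above about 50% in the replicate tests, limit read from the data, passing the limit was not always enough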;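 also: agonist challenge used bursicon conditioned medium at about half maximal strength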
Cneo AK release: Cryptococcus neoformans lysis via adenylate kinase release. C. neoformans lysis, adenylate kinase release luminescence, 4 h; normalised: neutral wells 0, clomiphene wells 100. lysis activity, % at 15 µM. 0.2% of 360,000 active. AID 651654;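 active = mean lysis activity across replicates of at least 80%, whatever share of replicates individually reach that level; inactive = mean lysis activity below 80%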
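Signal: Adenylate kinase release luminescence | Assay system: Log-phase Cryptococcus neoformans yeast cells | Input: Cells at 5 × 10^6 per mL | Buffer or medium: Fresh YPD growth medium | Compound: Single dose | Schedule: Static 4 h at 37 °C with compound, 1 h detection | Controls: Clomiphene | Read-out: Luminescence rise reflecting yeast cell lysis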
XiGFP reactiv: activators of X-chromosome reactivation in mouse fibroblasts | XiGFP mouse fibroblasts, % GFP-positive cells imaging, 3 d; cells co-treated with 5-aza-dC sensitizer; scaled so ellipticine positive control = 100% | activation, % at 7.58 µM | 0.055% of 360,000 active;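 active = mean normalized replicate activation at least 10% and every replicate at or above 10%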;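 also: 0% = median of on-plate neutral control wells and 100% = ellipticine 6 µM median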
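System: XiGFP fibroblasts, SV40-immortalized. Medium: DMEM plus 5-aza-dC sensitizer. Doses: single point. Timing: 3 d treatment, 15 min room-temperature fixation. Control set: ellipticine 6 µM.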
The depositor's hits bear a star; x = not tested or not shown; & = joins results of further samples. The list is partial; rates above refer to the full screens.

SMILES | SIRT5 inh | S100A4 inh HTS | PGC1a acetyl inh | ERAP1 inh | Statin myotox sup | LGR2 inh | Cneo AK release | XiGFP reactiv
COc1ccc(-c2cc(C(=O)NCCCn3ccnc3)no2)cc1 | -1 | -9 | 6 | x | -2 | 3 | x | 0.0
Cc1sc2ncnc(N3CCC(C(=O)Nc4ccccc4C(C)(C)C)CC3)c2c1C | 5 | -2 | 12 | 0 | 6 | 33 | 1 | 0.0
Cc1ccccc1C(=O)NC1CCN(CC(=O)NCc2ccc(F)cc2)CC1 | -4 | -2 | x | 2 | x | 11 | x | 0.2
O=C(O)c1cc(NS(=O)(=O)c2ccc(F)cc2)cc(NS(=O)(=O)c2ccc(F)cc2)c1 | -2 | -4 | x | 2 | 0 | -5 | 0 | -0.1
C[C@H](CO)N1C[C@H](C)[C@@H](CN(C)Cc2ccc(Oc3ccccc3)cc2)Oc2ccc(NC(=O)C3CC3)cc2C1=O | 18* | -2 | -18 | 0 | 24 | -25 | -1 | 0.3
CCCN1C[C@H](C)[C@@H](OC)CN(C)C(=O)c2cc(NC(=O)c3ccc(F)cc3)ccc2OC[C@H]1C | 8 | 3 | -1 | 0 | 13 | 0 | 0 | 0.2
COc1ccc(C(=O)NC(=S)Nc2ccc(S(=O)(=O)Nc3cc(OC)nc(OC)n3)cc2)cc1 | 5 | 8 | x | 3 | -24 | 4 | 1 | 0.0
CC(=O)c1ccc(OCC(=O)N2CCCC(Nc3ccc(C)c(C)c3)C2)cc1 (configuration not stated) | -2 | -18 | x | 2 | x | 2 | -3 | 0.3
N#Cc1c(NC(=O)C2CCCO2)sc2c1CCCCC2 (configuration not stated) | 2 | -1 | x | -1 | x | -15 | x | 0.0
C[C@H]1CN([C@@H](C)CO)S(=O)(=O)c2ccc(C3=CCCC3)cc2O[C@H]1CN(C)Cc1cccc(C(=O)O)c1 | x | -9 | 18 | -3 | 40 | -20 | 1 | -0.3
CN1CCSc2ccc(C(=O)NCc3ccccc3F)cc21 | -2 | -1 | -2 | 0 | 3 | 0 | -5 | 0.2
C[C@@H]1CN([C@@H](C)CO)C(=O)c2cccc(NC(=O)CCCCCC(=O)Nc3ccccc3N)c2O[C@H]1CN(C)C(=O)Nc1ccc(F)cc1 | -1 | 7 | 0 | 5 | x | 24 | x | -0.1
COC(=O)c1ccc(Cn2cnc3cnccc32)cc1 | -1 | -14 | -9 | -3 | -2 | 13 | 0 | 0.2
O=C(NCCc1c[nH]c2ccccc12)c1ccc2nc[nH]c2c1 | 2 | -8 | x | -3 | -10 | -4 | 0 | -0.1
COc1ccc2c(C=O)c[nH]c2c1 | 2 | 16 | x | -7 | x | 6 | x | 0.2
O=C(NC1CCCC1)[C@H]1[C@H](CO)[C@H]2Cn3c(ccc(C4=CCCC4)c3=O)[C@@H]1N2CC1CC1 | -8 | -20 | x | 0 | 6 | -14 | -1 | 0.0
C[C@@H]1CN([C@H](C)CO)C(=O)c2cc(NC(=O)c3ccncc3)ccc2O[C@H]1CN(C)Cc1ccc(-c2ccccc2)cc1 | 2 | 8 | -8 | -1 | -32 | 6 | 56 | -0.1
CC(OC(=O)c1ccco1)C(=O)Nc1ccc(Cl)cn1 (configuration not stated) | -1 | 2 | 3 | -1 | 12 | 5 | 3 | 0.6
O=C(c1nnsc1S(=O)c1ccc(Cl)cc1)N1CCOCC1 (configuration not stated) | -7 | 12 | -39 | 1 | -80 | x | 1 | 0.0
O=S(=O)(c1ccc2c(c1)CCC2)N1CCNCC1 | 0 | 3 | x | -7 | 7 | 16 | 0 | 0.1
O=C(CSc1cccs1)Nc1ccc(Cl)cc1 | 0 | -3 | x | -2 | x | -53 | x | -0.1
c1ccc(-c2nn3c(C4CCCCC4)nnc3s2)nc1 | x | x | -5 | x | -3 | -12 | 4 | x
CCOC(=O)N1CCN(C(=O)COC(=O)CN(C)S(=O)(=O)c2ccc(NC(C)=O)cc2)CC1 | -1 | -2 | x | -2 | 7 | 8 | 1 | 0.0
COc1ccc(NS(=O)(=O)c2ccc(OC)c(NC(=O)CNC(=O)c3ccc(OC)cc3)c2)cc1 | -7 | -1 | 0 | 4 | 3 | 11 | -1 | 0.1
N#Cc1ccc(C(=O)Nn2cnnc2)cc1 | 1 | 2 | x | -5 | -1 | -11 | 0 | 0.2
CCC(=O)N1CC(=O)N2[C@H](C1)[C@H](c1ccc(C#Cc3cccc(OC)c3)cc1)[C@@H]2CO | 2 | 2 | -6 | -1 | x | 3 | x | 0.1
O=C1CN(C(=O)COC(=O)c2cc(S(=O)(=O)N3CCOCC3)ccc2Cl)c2ccccc2N1 | -2 | 35 | 1 | 3 | -6 | -2 | -1 | 0.1
CCC(=O)N1CC[C@@H]2[C@H]1c1cc(-c3cccc(F)c3)ccc1N(C)[C@H]2CO | x | x | 12 | x | 12 | 5 | -10 | 0.0
CC(C)CC1C(=O)N(Cc2cn(CCC3OCCCO3)nn2)CCS(=O)(=O)N1Cc1ccc(-c2ccc(F)cc2)cc1 (configuration not stated) | 1 | -8 | 4 | 0 | -8 | -7 | -1 | 0.0
O=C(COC(=O)CNC(=O)c1ccc(Cl)cc1Cl)NC(=O)NCc1ccccc1 | 1 | -3 | 10 | 0 | -10 | 6 | -3 | 0.3
Cc1ccc(OC2CCN(C(=O)[C@H]3O[C@@H](n4cnc5c(N)ncnc54)[C@H](O)[C@@H]3O)CC2)cc1 | -1 | -3 | 11 | -2 | -15 | 13 | 1 | 0.0
CN(C)CC(=O)Nc1ccc2c(c1)[C@@H]1C[C@@H](CC(=O)NCc3cc(F)ccc3F)O[C@@H](CO)[C@@H]1O2 | -4 | 8 | 0 | -1 | 0 | -2 | 4 | 0.1
CCc1nnc(NC(=O)c2cc(-c3ccco3)nc3ccccc23)s1 | 1 | -6 | -3 | 1 | 7 | x | 1 | -0.1
Cc1cccc(-n2c(CNC(=O)c3ccc(S(=O)(=O)N4CCCCC4)cc3)n[nH]c2=S)c1 | -3 | -2 | 0 | -1 | 0 | 5 | -1 | 0.4
O=C(NC[C@@H]1CC[C@@H]2[C@@H](CN2Cc2cccc(Cl)c2)O1)C1CCC1 | -2 | 0 | -1 | -1 | x | x | x | x
C[C@@H]1CCCCO[C@@H](CN(C)C(=O)Nc2ccc(F)cc2)[C@@H](C)CN([C@H](C)CO)C(=O)c2cc(NC(=O)CCC(F)(F)F)ccc2O1 | -5 | 2 | 6 | 0 | x | 6 | -6 | 0.1
O=C(c1cccc(F)c1)N1CC(=O)N2[C@H](C1)[C@@H](c1ccc(-c3cccnc3)cc1)[C@@H]2CO | -8 | -14 | 4 | 0 | x | 12 | x | 0.0
C[C@H](CO)N1C[C@H](C)[C@@H](CN(C)S(C)(=O)=O)Oc2c(NC(=O)Nc3ccccc3)cccc2C1=O | 0&-4 | 9&-6 | -1&-12 | 1&-5 | -18&4 | -14&5 | 1&0 | 0.0&0.2
C[C@@H]1CN([C@H](C)CO)C(=O)c2cccc(NC(=O)Nc3ccc(C(F)(F)F)cc3)c2O[C@@H]1CN(C)Cc1ccccc1 | 3 | -10 | 13 | -2 | -29 | -7 | -3 | -0.1
COc1ccc(S(=O)(=O)N2CC[C@H]3[C@@H](CO)N(C)c4ccc(-c5ccccc5F)cc4[C@H]32)cc1 | x | x | -21 | x | 11 | 10 | -2 | 0.1
O=C1N/C(=N/N=C/c2ccc(O)cc2)SC1Cc1ccccc1 (configuration not stated) | -1 | -8 | 3 | -5 | -8 | -26 | 4 | 0.0
CN1C(=O)c2cc(NC(=O)C3CCOCC3)ccc2OC[C@H]2O[C@@H](CC(=O)NCC3CCCCC3)CC[C@@H]21 | 13 | 0 | x | x | 10 | -5 | 68 | 0.0
C=CCn1c(SCC(=O)Nc2cc(C)on2)nnc1-c1ccncc1 | x | 0 | 14 | 0 | 12 | -6 | 1 | 0.0
CCC(=O)c1ccc(OCC(=O)Nc2ccccc2C(=O)NC2CC2)cc1 | 0 | -5 | -1 | 0 | 64 | -8 | -2 | -0.2
O=C(C[C@@H]1C[C@H]2c3cc(NC(=O)CC4CC4)ccc3O[C@H]2[C@@H](CO)O1)NCc1ccccn1 | -4 | -3 | 1 | -5 | -11 | -7 | 1 | 0.5
COc1ccc(S(=O)(=O)N(C)c2ccc(C(=O)NCC3CCCO3)cc2)cc1 (configuration not stated) | x | x | -13 | x | 1 | 5 | -5 | x
Cc1cccc(NC(=O)CSc2nnc(NC(=O)C3CC3)s2)c1C | -3 | 0 | -10 | -5 | 9 | 4 | -1 | -0.1
C[C@@H]1CN([C@@H](C)CO)C(=O)c2cc(NC(=O)CCC(F)(F)F)ccc2O[C@@H](C)CCCCO[C@H]1CN(C)S(=O)(=O)c1ccc(F)cc1 | 5 | -81 | -5 | -4 | x | -6 | 0 | 0.2
Cc1ccc(S(=O)(=O)N(C)C[C@H]2Oc3ccc(NS(C)(=O)=O)cc3CC(=O)N([C@H](C)CO)C[C@H]2C)cc1 | -1 | 2 | -4 | -4 | 2 | 12 | -4 | 0.0
CCN(c1ccccc1)S(=O)(=O)c1ccc(C(=O)NCC(c2cccs2)N(C)C)cc1 (configuration not stated) | x | 3 | -19 | 2 | x | 7 | x | -0.1
Cc1nnc(NC(=O)CSc2nnc(CNC(=O)c3ccccc3F)n2C(C)C)s1 | 1 | -1 | -5 | -3 | -9 | 2 | 1 | 0.3

Arranged by molar mass (descending): part of the list above
SMILES | SIRT5 inh | S100A4 inh HTS | PGC1a acetyl inh | ERAP1 inh | Statin myotox sup | LGR2 inh | Cneo AK release | XiGFP reactiv
C[C@@H]1CN([C@@H](C)CO)C(=O)c2cc(NC(=O)CCC(F)(F)F)ccc2O[C@@H](C)CCCCO[C@H]1CN(C)S(=O)(=O)c1ccc(F)cc1 | 5 | -81 | -5 | -4 | x | -6 | 0 | 0.2
Cc1ccc(S(=O)(=O)N(C)C[C@H]2Oc3ccc(NS(C)(=O)=O)cc3CC(=O)N([C@H](C)CO)C[C@H]2C)cc1 | -1 | 2 | -4 | -4 | 2 | 12 | -4 | 0.0
CCN(c1ccccc1)S(=O)(=O)c1ccc(C(=O)NCC(c2cccs2)N(C)C)cc1 (configuration not stated) | x | 3 | -19 | 2 | x | 7 | x | -0.1
Cc1nnc(NC(=O)CSc2nnc(CNC(=O)c3ccccc3F)n2C(C)C)s1 | 1 | -1 | -5 | -3 | -9 | 2 | 1 | 0.3
COc1ccc(S(=O)(=O)N(C)c2ccc(C(=O)NCC3CCCO3)cc2)cc1 (configuration not stated) | x | x | -13 | x | 1 | 5 | -5 | x
CCC(=O)c1ccc(OCC(=O)Nc2ccccc2C(=O)NC2CC2)cc1 | 0 | -5 | -1 | 0 | 64 | -8 | -2 | -0.2
C=CCn1c(SCC(=O)Nc2cc(C)on2)nnc1-c1ccncc1 | x | 0 | 14 | 0 | 12 | -6 | 1 | 0.0
O=C1N/C(=N/N=C/c2ccc(O)cc2)SC1Cc1ccccc1 (configuration not stated) | -1 | -8 | 3 | -5 | -8 | -26 | 4 | 0.0

Compound activity (PubChem BioAssay)
